# Screening results deposited in PubChem BioAssay by National Center for Advancing Translational Sciences (NCATS).
# TSHR antagonist = human thyrotropin receptor antagonism; P16473; TSHR-expressing cells, TSH-stimulated cAMP HTRF, 2 h; hits give low values; activity change, negative = inhibition, % at 11.5 µM; actives 0.2% (n = 330,000); AID 504810;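 active = activity change below a set negative limit, meaning inhibition stronger than a set level, cut at about -70% in these data; inconclusive = activity change between two set negative limits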; also: % is scaled to controls: 0 for no effect and ±100 for the full control effect
#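 TSHR-expressing cells, 200/well, pre-treated with compound, then stimulated with EC80 TSH (4nM final) for 2 hours at 37 deg C. cAMP measured by competitive HTRF: anti-cAMP cryptate antibody in lysis buffer plus cAMP-d2, read after 30 minutes at room temperature.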
# TRPV1 ag = activates the human vanilloid receptor TRPV1. TRPV1-expressing cells, Fluo-8 calcium influx, agonist mode. activation, % at 8.33 µM. actives 0.19% (n = 320,000); in the data active = activation above about 80%; inconclusive = between about 30% and that limit; also: 0% is about no effect
#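 Cells expressing TRPV1 were dye-loaded with Fluo-8 and read kinetically: 10 s baseline, 3 min after compound (agonist portion), then 2 min after EC20 capsaicin (allosteric enhancer portion). Calcium-bound dye fluorescence at 480/520 nm.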
# hERG WT inh = KCNH2 (human, wildtype) channel inhibition; Q12809; U2OS, BacMam KCNH2, thallium flux FluxOr; hits give low values; activity change, % at 1.84 µM; actives 0.37% (n = 340,000); AID 720551;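 active = maximum activity change below -70%; inconclusive = maximum activity change between -70% and -50%; inactive = maximum activity change above -50%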; also: % is scaled to controls: 0 for no effect and ±100 for the full control effect
# Target sequence (Q12809 whole entry, looked up): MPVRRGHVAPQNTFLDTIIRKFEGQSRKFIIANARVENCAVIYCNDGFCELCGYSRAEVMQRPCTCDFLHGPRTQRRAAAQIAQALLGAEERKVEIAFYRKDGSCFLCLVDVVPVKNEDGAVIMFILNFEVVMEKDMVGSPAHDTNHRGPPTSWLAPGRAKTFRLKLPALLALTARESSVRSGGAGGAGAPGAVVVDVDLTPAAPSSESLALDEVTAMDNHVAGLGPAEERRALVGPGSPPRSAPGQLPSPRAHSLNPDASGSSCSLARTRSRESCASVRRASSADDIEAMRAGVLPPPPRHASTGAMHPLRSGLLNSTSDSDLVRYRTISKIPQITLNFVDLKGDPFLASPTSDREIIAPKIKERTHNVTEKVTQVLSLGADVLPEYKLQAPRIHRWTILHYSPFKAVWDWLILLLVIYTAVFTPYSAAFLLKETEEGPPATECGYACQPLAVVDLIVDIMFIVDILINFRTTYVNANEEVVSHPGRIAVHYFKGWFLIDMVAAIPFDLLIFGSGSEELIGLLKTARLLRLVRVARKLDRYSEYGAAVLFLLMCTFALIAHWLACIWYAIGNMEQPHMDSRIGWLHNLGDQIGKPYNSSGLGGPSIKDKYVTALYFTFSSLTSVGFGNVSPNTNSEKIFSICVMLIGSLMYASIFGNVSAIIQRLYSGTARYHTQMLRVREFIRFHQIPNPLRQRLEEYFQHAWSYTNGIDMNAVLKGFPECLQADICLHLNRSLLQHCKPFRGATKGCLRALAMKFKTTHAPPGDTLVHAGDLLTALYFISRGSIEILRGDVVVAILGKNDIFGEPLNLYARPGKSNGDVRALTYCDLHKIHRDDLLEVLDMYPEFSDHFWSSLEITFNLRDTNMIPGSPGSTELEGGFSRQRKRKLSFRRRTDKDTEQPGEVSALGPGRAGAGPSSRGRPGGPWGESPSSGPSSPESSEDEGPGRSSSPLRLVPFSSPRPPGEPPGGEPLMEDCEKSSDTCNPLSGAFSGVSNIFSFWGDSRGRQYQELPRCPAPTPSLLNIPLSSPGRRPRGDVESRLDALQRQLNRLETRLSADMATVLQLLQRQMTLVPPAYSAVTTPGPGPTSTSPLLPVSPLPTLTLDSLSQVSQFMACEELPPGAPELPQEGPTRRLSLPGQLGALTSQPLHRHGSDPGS
#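 U2OS cells transduced with wild-type KCNH2 virus are loaded with FluxOr dye for 45 min, and thallium flux is measured in kinetic reads before and after stimulation buffer. Rate constants are normalized to DMSO controls.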
# TCR activator = T cell receptor activation; primary human leukocytes, anti-CD3, IL-2 HTRF, 48 h; Potency, µM (titrated, usually from 9.22 µM), without a hit: at the top dose activation of IL-2 secretion, usual class: activators; 330,000 tested, under 10 active; also: % of control where 0% means no effect
#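 Primary human leukocytes incubated 48 hr with anti-CD3 beads plus compound, without co-stimulation. Secreted IL-2 measured by HTRF (europium cryptate/d2 anti-IL-2 pair, 320 nm excitation, 665 nm emission).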
# Eya2 phos inh = inhibitors of human Eya2 phosphatase activity. O00167. recombinant Eya2, OMFP fluorescence dephosphorylation (OMFP is methylfluorescein phosphate). Potency, µM (top dose mostly 76.9 µM), for inactives: top-dose activity, negative = inhibition, actives largely listed as inhibitors. actives 0.006% (n = 330,000). AID 488837; also: potency is read from the fitted curve at half-maximal effect; % is scaled to controls: 0 for no effect and ±100 for the full control effect
#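 Eya2 (0.2 uM) preincubated 10 min at ambient with compound, then OMFP substrate added at 50 uM; 10 min reaction in 50 mM HEPES pH 7.5, 50 mM NaCl, 5 uM MgCl2, 0.05% BSA, 1 mM DTT. Fluorescence read at Ex 485/Em 525 nm.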
# USP2a block = blocks human ubiquitin-specific protease USP2a; Potency, µM (highest dose often 38.3 µM), without a hit: at the highest dose activity change, negative = inhibition, actives largely listed as inhibitors; O75604; USP2 core, Ub-CHOP2 coupled fluorogenic reporter, 485/531; actives 0.01% (n = 330,000);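 also: potency is read from the fitted curve at half-maximal effect; plate controls were DMSO wells for no effect and full inhibition by NEM control for full effect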
#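 Deubiquitinase activity read as fluorescence (485/531 nm) after Ub-CHOP2 cleavage activates the enterokinase reporter on its substrate; USP2 core 10nM, Ub-CHOP2 and substrate 25nM each, 30min compound preincubation then 60min RT; data normalized to NEM, curves fitted.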
# AT treatment = candidate therapy for ataxia-telangiectasia. […] A-T fibroblasts, KAP-1 phosphorylation AlphaLISA; neocarzinostatin DNA damage 30 min before lysis. Potency, µM (titrated, usually from 57.5 µM), for inactives: at the top dose activation, actives largely listed as activators. actives 0.19% (n = 320,000). AID 485349; also: potency is read from the fitted curve at half-maximal effect; % of control where 0% means no effect; nearly all actives have a fitted effect of over 45% in size
#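 hTERT-immortalized A-T patient fibroblasts ([…]), 500 cells/well in OPTI-MEM, 1% FBS, got compounds for 60 min, then NCS for 30 min at 37C. Lysates were then assayed for phospho-KAP-1 by AlphaLISA (anti-pKAP1 donor, anti-KAP1 acceptor beads), 6 hr at 25C.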
# KCNH2 3.1 inh = inhibitors of human KCNH2 3.1 potassium channel isoform. actives 0.95% (n = 340,000). AID 720553. U2OS KCNH2 3.1, thallium flux FluxOr; hits give low values. activity change, % (tested at about 1.8 µM);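 active = maximum activity change below -70%; inconclusive = maximum activity change from -70% to -50%; inactive = maximum activity change above -50%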;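 also: thallium influx rate constant from kinetic fluorescence after stimulation buffer; % is scaled to controls: 0 for no effect and ±100 for the full control effect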
#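 Measured as rate of thallium-driven FluxOr signal in transduced U2OS cells carrying the 3.1 channel, read kinetically for 2 min upon stimulation; values are rate constants scaled to DMSO control wells.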
# Mito fusion act = blocks mitochondrial division or promotes mitochondrial fusion; S. cerevisiae fusion-defective mutant growth rescue, CellTiterGlo 48 h; Potency, µM (highest dose often 46.1 µM), without a hit: top-dose growth rescue (activation), hits mostly activators; actives 0.23% (n = 320,000);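 also: potency is read from the fitted curve at half-maximal effect; % of control where 0% means no effect; nearly all actives have a fitted effect of over 45% in size; temperature-sensitive fusion mutants such as fzo1-1 at 37 °C on non-fermentable ethanol glycerol medium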
#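 Yeast fusion mutant, YPEG (non-fermentable carbon), compound, 48 h at 37C non-permissive; CellTiterGlo added, 10 min RT, luminescence read. Rescued growth = division inhibition.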
# ELG1 repair inh = inhibitors of ELG1-dependent DNA repair in HEK293T cells; HEK293T ELG1-luciferase reporter, luminescence, 16 h; DNA damage induced by 5-fluorouridine; Potency, µM (doses to about 46.1 µM), inactives show top-dose activity change, negative = inhibition, most hits filed as inhibitors; actives 2.3% (n = 330,000); AID 504467; also: potency is read from the fitted curve at half-maximal effect; % is scaled to controls: 0 for no effect and ±100 for the full control effect; nearly all actives have a fitted effect of over 55% in size
#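 5-Fluorouridine DNA damage + compound/DMSO, 2,000 cells/well, 16 h, 37 °C/5% CO2. ONE-Glo, 30 min RT, luminescence. Readout = decrease in reporter signal.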
# * hit, by the source's call; ? = inconclusive; · = not tested or not shown; [ ] = another dose, or the depositor's remark. Unless noted, calls follow the shape of the dose curve; as a rule, active = well fitted curve in the direction sought with a large enough effect; inconclusive = small, poorly fitted or top-dose-only effect, or another doubt; inactive = no such curve, though single readings can be large; an effect the other way counts as inactive or inconclusive.
# Every second line gives: TSHR antagonist	USP2a block	TCR activator	KCNH2 3.1 inh	Eya2 phos inh	AT treatment	hERG WT inh	TRPV1 ag	ELG1 repair inh	Mito fusion act
CCCOc1ccc(/C=C2/C(=O)ON=C2C)cc1Cl
  30	-1%	2%	-6	-1%	4%	0	-2	14%	4%
Cc1cc(N2C(=O)CC(N3CCN(C(c4ccccc4)c4ccccc4)CC3)C2=O)no1 (stereo not drawn)
  -2	1%	1%	-2	0%	4%	2	14	10%	-4%
Cc1ccc2cc(CCNC(=O)c3ccc(S(=O)(=O)N4CCOCC4)cc3)c(=O)[nH]c2c1C
  -1	0%	-1%	·	-1%	-1%	11	-2	?	-1%
CCCOc1ccc(NCC(=O)Nc2ccc(C)cc2C)cc1
  3	0%	6%[46.1 µM]	7	0%	-4%	-12	9	-1%	-4%
CCOc1ccc(C(=O)Nc2ccc(NC(=O)c3ccco3)c(Cl)c2)cc1Br
  36	0%	-6%	-81*	16%	5%	-12	1	0%	2%
CCOc1ccc(NC(=O)N(CCC(C)C)C2CCN(C(C)=O)CC2)cc1
  -7	5%	·	-22	3%	-4%	-1	0	1%	-4%
Cc1ccc(NC(=O)Cc2nnc(SCC(=O)Nc3nncs3)n2C)c(C)c1
  -3	0%	-4%	1	12%	5%	-6	0	-1%	-2%
CC(C)(C)c1ccc(SCCc2cccnc2)cc1
  2	2%	-3%	19	-5%	32%	1	·	?	-1%
c1ccc(-c2csc(N3CCN(c4ccccn4)CC3)n2)cc1
  ?	-14%	-1%	3	-11%	3%	7	101*	?	4%
COc1cc(C(=O)Nc2ccc(NC(=O)c3ccccc3Cl)nc2)cc(OC)c1OC
  -9	1%	-21%	-11	?	-4%	-3	0	-18%	-4%
COc1cc2ccc3c(CCN(C)C)cc(OC)c(OC)c3c2cc1OC
  3	2%	·	3	-25%	5%	3	1	-17%	-2%
CC1CCCCC1NC(=O)CCCCn1c(=O)[nH]c2ccsc2c1=O (stereo not drawn)
  7	1%	-9%	-8	-7%	6%	?	0	-2%	1%
O=C(CNC(=O)N1CC(=O)Nc2ccccc21)Nc1nccs1
  -5	-2%	-5%	1	8%	7%	13	1	15%	4%
CC(C)CN(C(=O)CSc1nnnn1-c1ccccc1)c1c(N)n(CC(C)C)c(=O)[nH]c1=O
  0	3%	2%	-19	-5%	-2%	-9	-1	-3%	1%
Cc1[nH]c2ccc(C(=O)N3CCCC3)cc2c1C
  0	0%	-3%	-6	5%	3%	-12	-7	?	4%
COC(=O)CNC(=O)C1CCN(S(=O)(=O)c2cccc3nsnc23)CC1
  4	3%	-8%	5	-7%	14%	-4	-2	?	-2%
Cc1ccc(-c2nc3cc(Br)cnc3nc2-c2ccc(C)cc2)cc1
  10	9%	-9%	5	-19%	2%	0	6	-15%	-38%[inhibitor]
COc1ccc(NC(=O)Nc2cccc3c2O[C@H](CN(C)S(=O)(=O)c2cccs2)[C@@H](C)CN([C@H](C)CO)C3=O)cc1
  -9	-1%	0%	7	1%	-1%	18	·	?	·
Cc1ccc(N(CC(=O)N2CCc3ccccc3C2)S(C)(=O)=O)cc1
  29	-1%	·	-1	5%	1%	2	3	?	5%
Cc1nc2c([nH]c3ccc(Br)cc32)s1
  9	0%	·	-7	-1%	1%	9	-2	18%	9%
CC(C)(C)C(=O)NC1CC2CCCC(C1)N2C(=O)Nc1ccccc1 (stereo not drawn)
  9	2%	·	-8	11%	-7%	-13	9	15%	-7%
CC(C)OC(=O)CSc1nnc(CNc2ccc(Cl)cc2)n1C
  -8	1%	-2%	10	0%	4%	-3	3	1%	3%
O=C1C=C(Nc2ccc(O)cc2)C(=O)c2ccccc21
  1	-3%	-28%	-20	-4%	-3%	3	13	?	-7%
O=C1CC(N(Cc2cccs2)C(=O)Nc2ccccc2)C(=O)N1c1ccc(Cl)cc1 (stereo not drawn)
  -1	0%	1%[46.1 µM]	-10	-3%	-2%	-1	-4	-15%	9%
O=C(NCCc1ccccc1)c1ccc(Cl)c(S(=O)(=O)N2CCOCC2)c1
  -9	1%	-8%	3	-14%	12%	-3	?	-19%	4%
CN(CCCCCC(=O)/C=N/O)Cc1ccccc1
  9	4%	-2%[46.1 µM]	5	-11%	0%	3	0	12%	-4%
Cc1ccc(-c2nn(-c3ccccc3)cc2C=O)o1
  14	1%	0%	-1	-3%	8%	-13	?	?	4%
O=C(CCl)N(CCc1ccccc1)CCc1ccccc1
  -11	2%	-3%	4	-12%	7%	-1	?	?	-10%
O=C(CNC1CC1)Nc1cc(C(F)(F)F)ccc1Cl
  6	0%	1%	11	-14%	-2%	1	17	5%	-2%
CC(Sc1nnc(COc2ccc(Cl)cc2)n1Cc1ccccc1)C(=O)O (stereo not drawn)
  8	2%	·	-4	8%	3%	-14	0	4%	7%
COc1cccc(NC(=O)COC(=O)C2CC3CCCC(C2)C3=O)c1 (stereo not drawn)
  1	-3%	-2%	2	26%	9%	-7	0	7%	-3%
C=CCNC(=O)/C(C#N)=C/c1c(N2CCN(c3ccc(OC)cc3)CC2)nc2c(C)cccn2c1=O
  -9	-2%	7%	2	-2%	-37%	0	3	?	9%
CC(C)N(Cc1nc(-c2ccccc2)no1)C(=O)C(Cl)(Cl)Cl
  -12	-5%	-7%	2	-9%	9%	-3	4	-6%	-7%
O=C(CSc1n[nH]c(=O)n1Cc1ccccc1)Nc1ccc(F)c(F)c1F
  -47	-11%	0%	15	-15%	22%	-5	-1	3%	3%
Cc1nn(CCOc2ccccc2Cl)c(C)c1[N+](=O)[O-]
  -6	-1%	2%	22	3%	-2%	-1	-2	7%	-2%
CC(OC(=O)CCCCCN=C1NS(=O)(=O)c2ccccc21)C(=O)Nc1cc(Cl)cc(Cl)c1 (stereo not drawn)
  9	0%	-5%[46.1 µM]	-8	-6%	0%	1	0	-17%	-7%
COc1ccc(Br)cc1C1NC(=O)NC(C)=C1C(=O)N(C)C (stereo not drawn)
  -6	1%	-2%	-5	0%	0%	-2	1	-13%	4%
COc1ccccc1/C=C/C(=O)Nc1cccnc1
  30	0%	·	19	-22%	14%	16	?	-5%	3%
CC#CCC(CC#CC)c1nc2ccccc2c(=O)n1N
  5	1%	-2%[46.1 µM]	-1	-4%	4%	-9	-1	?	5%
COC(=O)/C(=C/c1ccc2c(c1)c1ccccc1n2C)NC(=O)c1ccccc1
  4	0%	3%[46.1 µM]	-20	0%	-2%	0	4	?	-2%
Cc1cc(OC(C)C(=O)NCc2cccnc2)c2c(C)c(C)c(=O)oc2c1 (stereo not drawn)
  14	1%	9%	30	11%	-1%	2	6	16%	-3%
NC(=S)N/N=C/c1coc2cc(Cl)ccc2c1=O
  -12	6%	3%[46.1 µM]	-4	-4%	1%	-11	-1	11%	-17%
CC1CC(OC(=O)C(O)c2ccccc2)CC(C)(C)N1C (stereo not drawn)
  -30	-5%	-3%	22	5%	24%	-3	1	-1%	4%
CC(=O)c1c(C(C)=O)c(C)n(NC(=O)c2ccccc2Cl)c1C
  8	-1%	8%	5	5%	0%	1	·	-2%	-1%
CCCS/C(N)=N/N=C/c1ccccc1O
  8	0%	-1%	8	15%	1%	0	1	?	0%
Cc1nc2ccc(N=NC3=C(O)CC(C)(C)CC3=O)cc2s1
  -1	2%	-17%[46.1 µM]	9	4%	0%	-7	0	?	-19%
COc1ccc(-n2nc(C(=O)NCC(=O)NCC3CCCO3)c3ccccc3c2=O)cc1Cl (stereo not drawn)
  -10	3%	3%	6	7%	-4%	1	1	?	1%
Cc1cccc2cc(CN(Cc3ccco3)C(=O)Nc3cccc(C#N)c3)c(Cl)nc12
  7	-1%	1%	2	-4%	-1%	-9	11	?	16%
CCCC(C)NC(=O)COC(=O)c1cc(Br)c(Br)s1 (stereo not drawn)
  4	0%	-66%	7	19%	0%	1	13	0%	-5%
Cc1ccccc1CNS(=O)(=O)c1ccc2c(c1)OCCO2
  -6	-4%	-2%[46.1 µM]	-14	0%	-3%	7	-1	-2%	4%
C=CCN1C(=O)c2ccc(C(=O)N3CCN(S(=O)(=O)c4cccc(F)c4)CC3)cc2C1=O
  5	-1%	4%	-27	19%	11%	14	-10	1%	-10%
O=C(CN1C(=O)NC2(CCCCC2)C1=O)Nc1cccc(S(=O)(=O)N2CCOCC2)c1
  -1	1%	2%	5	-2%	3%	0	0	5%	0%

# These rows are one share of the data, so the mix of outcomes need not match the whole.
